Bioassay records from PubChem BioAssay.
BH1578 lux ind – inducers of Vibrio cholerae quorum light production without autoinducers. V. cholerae BH1578 lux reporter, luminescence, 6 h. activation, % at 18.7 µM. hit rate 0.16% among 350,000. AID 588436; in the data active = activation mostly above about 9.7%, no sharp cut-off; inconclusive = no clear call, values can overlap the other calls; inactive = mostly below about 3.7%; also: not every result past the cut was called active; inactives centre near 0; reference of the scale not given here
SARS 3CLpro inh – SARS-CoV 3CLpro protease inhibition. AID 1706. inhibition, % at 6 µM. P0C6X7. hit rate 0.14% among 290,000. recombinant SARS-CoV 3CLpro, quenched FRET peptide cleavage; in the data active = inhibition above about 12%
Y pestis TopoI – Y. pestis Topo-I inhibition via cleavage products. Y. pestis Topo-I cleavage product accumulation, plate reader. activity, % at 10 µM. hit rate 0.064% among 360,000. AID 504884; in the data active = activity above about 50%, passing the limit was not always enough; inconclusive = no clear call, values can overlap the other calls; also: inactives centre near 2
VHR inh abs – DUSP3 (human) phosphatase inhibition | hit rate 0.52% among 290,000 | P51452 | inhibition, % at 13.3 µM | recombinant VHR phosphatase, pNPP absorbance; in the data active = inhibition above about 50%; also: some compounds called inactive have numbers as strong as hits
MazF activator – MazEF (E. coli) toxin RNase activation; P0AE70; FAM/BHQ RNA-DNA oligo cleavage fluorescence, 5 h; activation, % at 20 µM; hit rate 0.32% among 350,000; in the data active = activation above about 50%
TcdB GH inh – TcdB glycohydrolase inhibition | AID 652162 | hit rate 0.24% among 350,000 | TcdB glycohydrolase enzymatic assay, plate reader | P18177 | inhibition, % at 9.99 µM; in the data active = inhibition above about 10%
PriA SSB inh – inhibitors of Klebsiella pneumoniae PriA binding to SSB C-terminal tail | AlphaScreen SSBct-PriA binding, biotinylated peptide | inhibition, % at 33 µM | hit rate 0.6% among 430,000; in the data active = inhibition mostly above about 37%, no sharp cut-off; inactive = mostly below about 20%;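 also: plate controls were negative control peptide for no effect and reference peptide for full effect; strong numbers were not always called active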
Anthrax LF inh2 – blocks Bacillus anthracis lethal factor protease | P15917 | multiplex microsphere protease cleavage assay, LF | inhibition, % at 10 µM | hit rate 0.12% among 360,000 | AID 588501; in the data active = inhibition above about 30%; inconclusive = no clear call, values can overlap the other calls; also: plate controls were buffer without enzyme for full effect and enzyme alone for no effect
Rv3671c protease – inhibits the M. tuberculosis serine protease Rv3671c | P9WHR9 | inhibition, % at 5.96 µM | hit rate 0.048% among 320,000; in the data active = inhibition above about 38%;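 also: extracellular domain of Rv3671c used as enzyme; 0% = enzyme with DMSO and 100% = no enzyme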
PfHsp40 rescue – rescue of PfHsp40-mediated yeast toxicity; hit rate 0.68% among 340,000; AID 504582; S. cerevisiae expressing PfHsp40, growth rescue, ATP luminescence; growth rescue, % at 12.5 µM; in the data active = growth rescue above about 28%, passing the limit was not always enough; inconclusive = no clear call, values can overlap the other calls;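 also: yeast W303a lacking pdr1 and pdr3 grown in galactose medium; growth measured after three days at 30 °C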
* hit, by the source's call; i = inactive; ? = inconclusive; . = not tested or not shown; & = joins results of further samples.

SMILES | BH1578 lux ind | SARS 3CLpro inh | Y pestis TopoI | VHR inh abs | MazF activator | TcdB GH inh | PriA SSB inh | Anthrax LF inh2 | Rv3671c protease | PfHsp40 rescue
Cc1[nH]c(=O)[nH]c(=O)c1C=CC(=O)NC(CO)CS(=O)Cc1ccccc1 (stereo unspecified) | i | . | 8 | . | 5 | 0.0 | . | 0 | . | .
Cc1cc(C)c2cc(CN(CCN3CCCC3)C(=O)Nc3ccc(F)cc3)c(=O)[nH]c2c1 | i | -4 | 3 | 7 | -10 | . | 12 | 6 | -9 | -1.4
CCc1nc(SCC(=O)O)c(C#N)c2c1CCCC2 | i | 5 | -1 | 8 | 5 | -0.4 | -8 | -4 | -4 | 0.5
O=C(Cc1ccccc1)NCCCNC(=O)Cc1ccccc1 | i | . | 14 | . | 13 | 0.5 | -9 | -5 | . | -1.3
COc1ccc2c(c1)CCc1c(C(=O)NCc3ccco3)noc1-2 | i | 0 | -5 | 10 | -1 | -8.4 | -5 | -4 | -1 | 2.2
O=C(NCCc1c[nH]c2ccccc12)C(=O)NCC(c1ccco1)N1CCN(c2ccc(F)cc2)CC1 (stereo unspecified) | -0.3 | -1 | 17 | -17 | 5 | -1.5 | 1 | 2 | -7 | -0.6
COc1cccc(C(=O)NCC2(c3ccc(OC)c(OC)c3)CCCC2)c1 | -0.6 | 0 | 17 | 21 | 6 | 1.1 | -9 | -11 | -7 | 1.0
COCCN1Cc2cc3cc(C)ccc3nc2SC1=Nc1cccc(OC)c1 | i | 0 | 18 | 13 | 2 | 2.2 | 20 | 1 | -5 | 1.1
CCOc1cc(C)c(S(=O)(=O)NC2CCCCC2)cc1C | i | 3 | 9 | -6 | 2 | . | -11 | 1 | 1 | -0.2
Nc1nc(Sc2ccc(C(F)(F)F)cc2[N+](=O)[O-])n[nH]1 | 7.7 | -8 | -9 | 33 | -12 | . | 11 | -2 | -9 | 1.2
O=C1NC(=Nc2ccccc2Cl)SC1(CO)CO | i | 4 | 3 | 13 | 2 | -1.2 | -3 | 5 | . | -0.1
O=C(NN1C(=O)c2ccccc2NC1c1ccccc1OCc1ccccc1)c1ccncc1 (stereo unspecified) | i | 8 | 23 | 35 | 8 | . | -1 | 1 | 11 | -0.9
O=[N+]([O-])c1ccc(C[n+]2cccc3ccccc32)cc1 | -0.8 | -2 | 4 | 24 | -51 | 1.7 | 4 | -1 | 12 | 1.2
O=C1/C(=C/c2ccc(F)cc2)SC(=S)N1N1CCOCC1 | -0.6 | 0 | -1 | -19 | 3 | -1.3 | -10&-11 | 5 | -4 | -1.4
COc1ccccc1CN(CC(=O)NCc1ccc(F)cc1)C(=O)c1csnn1 | i | 2 | -6 | 22 | 7 | -0.3 | -10 | -5 | -4 | 0.2
COc1ccc(-c2cc(-c3ccccc3)nc(-c3ccc4c(c3)NC(=O)CO4)c2)cc1 | i | 0 | 4 | 9 | -31 | . | 12 | 0 | 5 | 0.3
CC1CC(C)CN(C(=O)Cn2c(=O)n(CCCCC(=O)NC3CCCC3)c(=O)c3ccccc32)C1 (stereo unspecified) | i | 0 | 3 | 0 | 3 | . | -8 | 2 | 1 | 0.5
Cc1cccc(Nc2nc(N)c([N+](=O)[O-])c(N3CCC(C)CC3)n2)c1 | -1.4 | 9 | 27 | 2 | 1 | 0.9 | 32 | -6 | -25 | ?
O=C(Nc1cccc2ccccc12)N1CC=C(c2ccccc2)CC1 | 3.8 | 0 | 30 | 4 | 78* | . | -14 | -2 | 3 | -0.6
CNC(=O)c1ccsc1NC(=O)c1sc2ccccc2c1Cl | -0.2 | 2 | -15 | -7 | 13 | 0.8 | -1&-16 | -4 | -102 | 0.7
O=C(Nc1nc(-c2ccc(F)c(F)c2)cs1)c1ccc(OCC2CCCO2)cc1 (stereo unspecified) | -0.2 | -2 | 11 | 5 | 8 | 1.1 | -5 | 0 | -1 | -0.2
CCn1c(CNS(=O)(=O)c2ccc(Br)cc2)n[nH]c1=S | 0.6 | -4 | 0 | 5 | 5 | 0.3 | -11 | 1 | 1 | -0.1
CC(=O)N1CCc2cc(S(=O)(=O)NCCC(=O)NC3CCCc4ccccc43)ccc21 (stereo unspecified) | -0.3 | -2 | 7 | -6 | 7 | . | -21 | -4 | 4 | -1.2
COc1ccc(NC(=O)C23CCC(C)(C(=O)C2)C3(C)C)cc1 (stereo unspecified) | i | -8 | 0 | -12 | -3 | . | 0 | 4 | 1 | 1.2
COc1ccccc1NC(=O)C1CCN(c2ncnc3c2nc2n3CCCCC2)CC1 | -0.3 | -1 | 21 | 7 | 1 | 1.8 | -13 | 3 | -3 | 5.7

Of the compounds above, these contain two or more sulfur atoms.
SMILES | BH1578 lux ind | SARS 3CLpro inh | Y pestis TopoI | VHR inh abs | MazF activator | TcdB GH inh | PriA SSB inh | Anthrax LF inh2 | Rv3671c protease | PfHsp40 rescue
O=C1/C(=C/c2ccc(F)cc2)SC(=S)N1N1CCOCC1 | -0.6 | 0 | -1 | -19 | 3 | -1.3 | -10&-11 | 5 | -4 | -1.4
CNC(=O)c1ccsc1NC(=O)c1sc2ccccc2c1Cl | -0.2 | 2 | -15 | -7 | 13 | 0.8 | -1&-16 | -4 | -102 | 0.7
CCn1c(CNS(=O)(=O)c2ccc(Br)cc2)n[nH]c1=S | 0.6 | -4 | 0 | 5 | 5 | 0.3 | -11 | 1 | 1 | -0.1

Next structures.
SMILES | BH1578 lux ind | SARS 3CLpro inh | Y pestis TopoI | VHR inh abs | MazF activator | TcdB GH inh | PriA SSB inh | Anthrax LF inh2 | Rv3671c protease | PfHsp40 rescue
O=C(NNc1nc(N2CCOCC2)nc(N2CCOCC2)n1)Nc1ccc(Cl)cc1 | . | -4 | . | 28 | . | 2.6 | . | . | -5 | .
COc1ccc(C(=O)OCC(=O)NC2CC2)cc1S(=O)(=O)N1CCOCC1 | -0.2 | 5 | -2 | 8 | -5 | -1.3 | -2 | -4 | 0 | -2.1
Cc1ccc(-c2csc3ncnc(Nc4ccc(C(=O)O)cc4)c23)cc1 | -4.2 | -3 | 11 | 21 | -4 | 0.9 | 1 | -6 | -1 | 0.1
O=C(CSc1nc2ccccc2c(=O)n1CCCC(=O)N1CCCC1)NCc1ccco1 | 12 | -5 | 9 | 23 | 0 | . | -19 | -2 | 1 | -0.5
CN(C)C(=O)c1ccc(Cl)cc1[N+](=O)[O-] | -0.4 | -2 | 3 | 12 | 9 | 4.3 | -1 | 0 | 4 | 0.1
CSc1cccc(NC(=S)N2CCC(N(C)C(C)C)CC2)c1 | -0.3 | 2 | 13 | 38 | 10 | 0.1 | -4 | -6 | -3 | 0.6
CC(C)n1c(SCC(=O)NCc2ccco2)nnc1C1CC1 | -0.5 | 2 | -4 | 37 | 1 | 0.1 | -1 | 1 | 3 | -0.2
CCn1ncc(Br)c1C(=O)Nc1ncc(C)s1 | -1.5 | 5 | 0 | 19 | 1 | 2.0 | -2 | 1 | -1 | 0.3
COC(=O)[C@H](CCSC)NC(=O)Nc1ccc(OC)cc1OC | -0.4 | 4 | -1 | 23 | 6 | . | -5 | -4 | -1 | -1.0
COc1ccc(NS(=O)(=O)Cc2ccccc2Cl)cn1 | -1.7 | -1 | -4 | 10 | -15 | . | -9 | 0 | 5 | -0.2
Cc1ccc(NC(=O)CC(C)c2ccccc2)cc1S(=O)(=O)N1CCOCC1 (stereo unspecified) | -0.8 | . | 14 | . | 1 | 2.9 | -10 | 2 | -1 | 0.1
COCc1cc(C)nc(NC2CCCCC2)c1C#N | i | -2 | 9 | 18 | 1 | . | -16 | -4 | 3 | -0.3
C=CCNC(=O)C1CC(=O)N(c2ccc(OCC(=O)Nc3ccccc3)cc2)C1 (stereo unspecified) | i | 1 | 0 | 6 | -2 | . | 3 | 0 | 0 | 0.1
C=CCn1c(=O)/c(=C/c2ccc(C)o2)s/c1=C(/C#N)C(=O)c1ccccc1 | -0.4 | -2 | 1 | 3 | -153 | . | . | 3 | -1 | -0.1
O=C(Cn1cnc2ccccc21)Nc1ccccc1-c1ccccc1 | i | -7 | -17 | 11 | -3 | -0.7 | -14 | -5 | 3 | 0.5
CCOC(=O)c1c[nH]c2nc(C)ccc2c1=O | i | 6 | 2 | 38 | 18 | 0.8 | -3 | -7 | -2 | -0.1
CN(C)c1ccc(P(=O)(COc2ccc([N+](=O)[O-])cc2)c2ccc(N(C)C)cc2)cc1 | 0.6 | 3 | 40 | 5 | 4 | 0.5 | 9 | -3 | 5 | .
c1cncc(-c2csc(-c3cccnc3)n2)c1 | 0.6 | -3 | -1 | 34 | 0 | -0.2 | -7 | 16 | -11 | 0.9
CON1C(=O)C(=O)N(OC)C2CCCCC21 (stereo unspecified) | 0.5 | 4 | 10 | 13 | 5 | . | -21 | -2 | . | -1.5
Oc1ccc(O)c(Cc2nc3ccccc3s2)c1 | -0.6 | 4 | 2 | 1 | 2 | -20 | 23 | 0 | -5 | 4.7
O=C1N=C(N2CCOCC2)S/C1=C/c1cccs1 | -5.6 | 3 | 7 | 9 | 8 | . | -8 | 0 | 8 | -0.7
CCCN(CC(=O)Nc1ccc(C(N)=O)cc1)CC(=O)Nc1ccc(F)c(F)c1F | -1.4 | 0 | 0 | 21 | 9 | -1.0 | -3 | 1 | -19 | 0.6
Cc1cc(C(=O)OCC(=O)c2ccc(Br)s2)no1 | i | -1 | -14 | -3 | -5 | 1.0 | -7 | -4 | -11 | 0.8
O=C(C1CCN(S(=O)(=O)c2cccs2)CC1)N(c1ccccn1)C1CCCCC1 | i | -4 | 10 | 2 | 2 | -1.0 | -7 | -6 | 3 | -0.1
Clc1nnc(NN=C2CCCC2)c2ccccc12 | i | 1 | 3 | 39 | -10 | . | -3 | -2 | 5 | 1.3

(continued)
SMILES | BH1578 lux ind | SARS 3CLpro inh | Y pestis TopoI | VHR inh abs | MazF activator | TcdB GH inh | PriA SSB inh | Anthrax LF inh2 | Rv3671c protease | PfHsp40 rescue
CS(=O)(=O)N(CC(=O)NCCC1=CCCCC1)C1CCCCC1 | 5.9 | 2 | 5 | -5 | -18 | . | 9 | . | 5 | -1.2
CCOc1ccc(C(=O)NCc2ccncc2)cc1OCC | i | -2 | 0 | 1 | -2 | . | 11 | 3 | 1 | 0.3
CN(c1ccccc1)S(=O)(=O)c1cccc(C(=O)NNC(=O)c2ccncc2)c1 | -0.8 | . | 1 | . | 3 | -0.7 | -5 | 0 | -2 | -0.7
O=C(O)c1ccc2nc(-c3ccccc3)c(-c3ccccc3)nc2c1 | i | 4 | -6 | 24 | -3 | . | 14 | 0 | 1 | 0.0
CC(C)c1ccc(NC(=O)C(c2ccccc2)N(C)C(=O)c2cnccn2)cc1 (stereo unspecified) | -0.3 | 2 | 10 | -4 | 2 | 0.2 | 3 | 1 | -2 | 0.0
COc1ccc(NC(=O)CN(C)C(=O)c2cc(CN3C(=O)c4ccccc4C3=O)ccc2OC)cc1 | -2.8 | . | 18 | . | -2 | 1.6 | 3 | -4 | -8 | 0.4
O=C(c1c(F)cccc1F)N1CCCc2ccccc21 | -0.8 | 7 | -7 | 8 | 5 | 0.2 | -13 | -2 | 5 | -1.1
CCOC(=O)Cc1cc(=O)c2cc(C)ccc2[nH]1 | 0.6 | -2 | 3 | 15 | 4 | 0.7 | 3 | -1 | -1 | -0.3
Cc1ccc(/C=C/C(=O)N2CCCC(C)C2)cc1 (stereo unspecified) | -0.3 | 0 | 3 | 3 | -4 | 0.5 | -29 | -1 | -5 | -1.7
Cc1ccc(OCc2ccc(C(=O)O)o2)c([N+](=O)[O-])c1 | 1.4 | 4 | 11 | 0 | 10 | -0.9 | -9 | -1 | -2 | -0.8
CCCC(=O)OCCNc1cc(Sc2nc3ccccc3[nH]2)c2nonc2c1[N+](=O)[O-] | -0.2 | 3 | 1 | -1 | -9 | . | -2 | 2 | 1 | 0.9
Cc1ccccc1NC(=O)CSCc1cc(=O)n2ccsc2n1 | i | -5 | -6 | -25 | 9 | -0.1 | 1 | -2 | 6 | 0.0

These rows are one share of the data; count on the stated rates, not on these rows.
